High-throughput results: PubChem BioAssay, Sanford-Burnham Center for Chemical Genomics
SENP8 block-1: human SENP8 protease inhibitors, primary screen, biochemical, fluorescence, Nedd8 protein substrate, uHTS; 0.64% of 360,000 active; inhibition, % at 20 µM; recombinant SENP8; AID 602440, 2012; in the data active = inhibition mostly above about 40%, no sharp cut-off; inactive = mostly below about 27%
Target sequence (Q96LD8 whole entry, looked up): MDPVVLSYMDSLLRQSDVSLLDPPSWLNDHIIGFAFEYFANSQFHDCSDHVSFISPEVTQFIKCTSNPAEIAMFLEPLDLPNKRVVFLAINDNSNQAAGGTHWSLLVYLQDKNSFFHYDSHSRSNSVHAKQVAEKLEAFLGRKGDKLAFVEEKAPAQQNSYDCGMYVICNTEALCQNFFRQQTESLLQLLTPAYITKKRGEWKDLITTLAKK
Apaf1 inhib: inhibitors of human Apaf-1 apoptosome, primary screen, biochemical, DEVD-Rh110 fluorescence, uHTS; reconstituted apoptosome caspase-3 activity; 0.71% of 330,000 active; inhibition, % at 20 µM; Apoptotic protease-activating factor 1 (Homo sapiens), O14727; active = inhibition of at least 40% at 20 µM;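 also: plate controls were DMSO wells for no effect and DEVD-CHO caspase inhibitor wells for full effect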
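Material: reconstituted apoptosome with Apaf-1, cytochrome c, caspase-9, procaspase-3, dATP / Buffer or medium: pH 7.5 Hepes buffer with CHAPS, BSA, DTT / Also added: cytochrome c with DEVD-Rh110 / Schedule: compound with Apaf-1, dATP, procaspase-3 30 min, then 50 min reaction, room temperature / Technique: rhodamine 110 fluorescence at Ex 480/Em 540 nm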
A3G deaminase: APOBEC3G DNA deaminase inhibitors, primary screen, biochemical, fluorescence, single-stranded DNA substrate, uHTS; 0.28% of 330,000 active; recombinant A3G, ssDNA deamination FAM/TAMRA fluorescence; AID 493012, 2011; inhibition, % at 20 µM;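 active = inhibition of at least 40% at 20 µM, with no more than 30% in the related APOBEC3A deaminase screen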;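 also: plate controls were DMSO wells with A3G for no effect and wells lacking A3G enzyme for full effect; some compounds called inactive have numbers as strong as hits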
SENP6 inh: SENP6 protease inhibitors, primary screen, biochemical, luminescence, uHTS. inhibition, % at 10 µM. 1.8% of 330,000 active. Recombinant SENP6 catalytic domain, aminoluciferin luminescence. Sentrin-specific protease 6 (Homo sapiens), Q9GZR1;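 active = inhibition above about 50% at the single tested dose, limit read from the data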;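 also: plate controls were DMSO wells with enzyme for no effect and DMSO wells lacking enzyme for full effect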
SENP7 block: SENP7 protease inhibitors, primary screen, biochemical, luminescence, uHTS; Sentrin-specific protease 7 (Homo sapiens), Q9BQF6; recombinant SENP7, Z-RLRGG-aminoluciferin luminescence, 40 min; inhibition, % at 5 µM; 1.5% of 330,000 active;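 active = inhibition above about 50% at the single test dose, limit read from the data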;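 also: plate controls were DMSO with enzyme for no effect and no enzyme buffer wells for full effect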
Target sequence (Q9BQF6 706-1050 limits assumed): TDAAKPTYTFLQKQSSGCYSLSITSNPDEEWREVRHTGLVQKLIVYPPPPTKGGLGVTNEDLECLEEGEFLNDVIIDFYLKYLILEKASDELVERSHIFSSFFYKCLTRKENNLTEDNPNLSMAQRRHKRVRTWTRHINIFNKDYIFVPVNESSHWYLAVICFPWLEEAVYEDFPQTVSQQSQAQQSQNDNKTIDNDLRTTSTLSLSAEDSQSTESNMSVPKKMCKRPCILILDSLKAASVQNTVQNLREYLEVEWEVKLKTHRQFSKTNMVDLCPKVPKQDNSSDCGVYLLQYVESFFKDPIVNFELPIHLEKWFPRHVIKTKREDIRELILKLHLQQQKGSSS
UBC13 polyUb: UBC13 polyubiquitin chain formation inhibitors, primary screen, biochemical, TR-FRET, uHTS. Ubiquitin-conjugating enzyme E2 N (Homo sapiens), P61088. 0.47% of 330,000 active. inhibition, % at 20 µM. AID 485273, 2010; in the data active = inhibition above about 45%, passing the limit was not always enough
Target sequence (P61088 whole entry, looked up): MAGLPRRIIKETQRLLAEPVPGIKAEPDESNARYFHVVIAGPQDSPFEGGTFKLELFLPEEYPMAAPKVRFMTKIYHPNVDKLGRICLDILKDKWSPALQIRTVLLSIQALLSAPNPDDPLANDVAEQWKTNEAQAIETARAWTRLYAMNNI
SENP1 FRET inh: human SENP1 catalytic domain inhibitors, primary screen, biochemical, FRET, uHTS | 0.21% of 360,000 active | inhibition, % at 10 µM | recombinant SENP1 catalytic domain, CyPet-SUMO1-YPet FRET cleavage | Sentrin-specific protease 1 (Homo sapiens), Q9P0U3;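 active = inhibition at least 30% at 10 µM, raw YFP signal under a set limit, fluorescence ratio 0.5 to 1.5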;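 also: 0% = enzyme with DMSO and 100% = no enzyme wells; some results filed as inactive read as strong as hits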
Target sequence (Q9P0U3 419-644 limits assumed): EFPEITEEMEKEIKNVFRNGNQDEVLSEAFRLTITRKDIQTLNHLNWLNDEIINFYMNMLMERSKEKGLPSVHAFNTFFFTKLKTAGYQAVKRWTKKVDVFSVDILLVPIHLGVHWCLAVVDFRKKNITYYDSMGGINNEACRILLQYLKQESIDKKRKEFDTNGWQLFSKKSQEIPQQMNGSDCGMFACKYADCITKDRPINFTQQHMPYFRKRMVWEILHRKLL
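material = recombinant human SENP1 catalytic domain, His6-tagged | quantity = 20 pM enzyme | reagent = 25 nM SUMO1 FRET substrate | compound dosing = 10 µM single point, 0.5% DMSO | timing = 50 min enzyme reaction, room temperature, light-protected | detection = FRET, CFP and YFP emission | control set = no-enzyme low, enzyme-DMSO high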
SENP8 block-2: SENP8 protease inhibitors, primary screen, biochemical, luminescence. AID 2540, 2010. Sentrin-specific protease 8 (Homo sapiens), Q96LD8. inhibition, % at 10 µM. purified SENP8, Z-RLRGG-aminoluciferin cleavage. 1.2% of 330,000 active; in the data active = inhibition above about 50%
* = called active by the depositor. Compounds were not picked by outcome, and some 3.6% of all compounds hit somewhere here.

SMILES	SENP8 block-1	Apaf1 inhib	A3G deaminase	SENP6 inh	SENP7 block	UBC13 polyUb	SENP1 FRET inh	SENP8 block-2
COc1cccc(N2CCN(C(=O)c3ccc(CS(=O)Cc4ccccc4Cl)o3)CC2)c1 (stereo not drawn)	17.4	14.0	-6.7	-0.8	-13.5	-0.1	-0.3	-11.3
Cc1cc(OC(=O)c2ccc(C(F)(F)F)cc2)c([N+](=O)[O-])c(=O)[nH]1	17.7	-2.8	-10.4	0.3	0.4	-6.2	0.2	4.4
CCOC(=O)c1ccc(NC(=S)NCCCN2CCN(C3CCCCC3)CC2)cc1	35.5	-3.0	-0.1	10.8	10.7	4.6	1.0	-18.9
CN(C)S(=O)(=O)c1ccc(C(=O)NCc2ccccc2)cc1	17.3	7.0	-3.4	-13.9	-2.2	-13.0	0.5	-6.3
COc1ccc(Cl)cc1C(=O)NNC(=O)c1ccc(F)c(S(=O)(=O)N2CCOCC2)c1	4.3	-5.0	-3.1	-2.3	-1.1	16.4	1.5	4.6
CN(C)c1cccc2c(S(=O)(=O)N3CCOCC3)cccc12	-323.6	-3.1	-1.9	-3.3	7.5	9.8	41.4*	9.1
Cc1nn(C)c(C(=O)NC(=S)Nc2ccccc2Br)c1Cl	12.5	9.5	-1.6	12.1	-2.0	5.5	0.1	7.3
Cc1nnc2ccc(-c3ccc(NS(=O)(=O)c4ccc(F)cc4F)cc3)nn12	-175.3	-19.1	-6.3	-29.7	-8.0	2.7	9.5	-11.8
CNC(=O)c1c(NC(=O)CS(=O)(=O)c2ccccc2)sc(C)c1C	9.7	4.4	-3.5	-5.1	2.3	-8.2	1.6	-2.0
COc1ccc(NC(=O)c2ccc(C(=O)c3cc(OC)ccc3OC)cc2)cc1	9.4	4.2	-4.5	-15.7	-12.3	11.0	-0.8	-14.7
Cc1cccc(CC(=O)NCCS(=O)(=O)N2CCN(c3cccc(Cl)c3)CC2)c1	-1.7	19.6	-6.3	-5.8	6.0	4.6	0.3	1.9
CCc1nnc(NC(=O)/C=C/c2cccs2)s1	-24.5	-16.1	-7.4	-14.5	-3.6	-8.1	2.9	4.1
COc1ccc(CNC(=O)N2CCN(S(=O)(=O)c3ccc(C)cc3C)CC2)cc1	15.8	9.0	-6.4	-14.2	-5.6	3.0	0.9	-2.0
CCCc1nc(N2CCCC2)c(C#N)c2c1CCCC2	-250.8	1.4	-5.4	-2.6	2.3	21.2	-34.4	1.3
CN(C)S(=O)(=O)c1ccc(C(=O)OCC(=O)NC(=O)NCc2ccccc2)cc1	4.0	5.1	-4.5	-10.2	1.0	2.5	1.9	1.6
Cc1c(C(c2cccc([N+](=O)[O-])c2O)c2c(C)n(C)n(-c3ccccc3)c2=O)c(=O)n(-c2ccccc2)n1C	7.9	-18.3	-5.5	0.8	-8.0	-10.9	1.8	-4.9
Fc1ccc(-c2ccc(/C=N/n3cnnc3)o2)cc1	-58.6	-15.6	-7.2	-1.6	-6.7	0.5	-2.4	-7.0
N/C(=N\c1nc2ccccc2o1)NC(=O)c1ccc(Cl)cc1	12.7	3.8	-3.4	-26.5	-12.8	-14.1	3.4	-13.7
Cc1ccccc1NC(=O)CNC(=O)c1ccc(C(F)(F)F)cc1	12.1	1.9	-1.8	8.2	5.3	-1.7	-3.4	-2.5
CN(C)c1nc(N(C)C)nc(N(C#N)Cc2ccc(Cl)cc2)n1	17.7	7.8	-3.2	-11.8	-1.3	1.8	0.8	1.3
O=C(CN1CCN(S(=O)(=O)/C=C/c2ccccc2)CC1)Nc1ccc(N2CCOCC2)cc1	11.5	-7.7	-5.4	-8.0	9.5	-4.1	0.3	4.2
CC(C)c1ccc(S(=O)(=O)N2CCCCC2)cc1	21.1	-6.2	-5.2	-6.8	4.6	0.5	2.0	-1.9
O=C(Nc1ccccc1Cl)N1CCn2c(nc3ccccc32)C1	21.5	2.5	-1.5	2.2	1.7	-0.5	0.5	8.7
CCCc1c(C(=O)N/N=C(\C)c2ccc(O)cc2)nnn1-c1nonc1N	-8.2	5.4	-3.4	0.6	1.5	0.6	1.9	7.6
CN(CC(=O)Nc1ccc(F)cc1)C(=O)c1cn(-c2ccccc2)nc1-c1cccs1	-11.3	3.5	-9.1	-14.0	-10.3	5.1	-1.2	5.2
COc1ccc(CNC(=O)COC(=O)c2ccc3ncsc3c2)cc1OC	-19.1	-1.2	-4.5	-0.1	2.7	-1.8	-0.1	-5.6
COc1ccc(/C=C/C(=O)OCC(=O)NC2CCCCCC2)cc1OC	-312.6	2.5	-5.7	4.5	-4.8	7.6	1.8	4.1
CC1CCCCC12NC(=O)N(CC(=O)NNC(=O)c1ccc(Br)cc1)C2=O (stereo not drawn)	10.8	-1.1	-3.3	-10.6	2.5	8.5	0.0	4.1
Cc1ccc(N2CC(C(=O)NCc3ccc4c(c3)OCO4)CC2=O)cc1C (stereo not drawn)	16.4	4.2	-0.2	-10.1	6.4	5.6	1.4	-4.9
CC1CC(C)CN(C(=O)c2cc(-c3ccncc3)nc3ccccc23)C1 (stereo not drawn)	16.8	16.9	-3.2	-18.4	-2.7	-2.2	1.7	9.2
Cc1ccc(-c2nnn(CC(=O)N(Cc3cccs3)C(C(=O)NC3CCCCC3)c3ccco3)n2)o1 (stereo not drawn)	17.4	5.9	-1.4	-0.6	2.1	-0.9	-1.5	0.1
Cc1ccc(SCc2cc(=O)[nH]c(Nc3nc(C)c4ccccc4n3)n2)cc1	12.3	4.1	-5.1	-10.3	6.8	2.6	0.1	-1.0
Cc1nn(C2CCS(=O)(=O)C2)c(C)c1C=O (stereo not drawn)	19.0	4.7	-0.7	-14.3	-11.6	-4.3	2.1	-2.6
CCN(CC)C(=O)CSC1=N/C(=C/c2ccco2)C(=O)N1c1ccc(OC)c(Cl)c1	-11.4	21.5	2.6	-7.4	5.8	-2.3	-9.7	-3.8
O=C(N1CCOCC1)N1CCCN(C(=O)N2CCOCC2)CC1	12.3	0.8	-2.2	-13.6	-2.2	3.4	2.9	-4.1
CC(=O)Nc1ccc(NC(=O)CSc2ccc(-c3ccco3)nn2)cc1	0.7	-6.0	0.4	-2.5	1.7	-7.1	0.0	-6.2
O=C1CCC(C(=O)Nc2cccc(Br)c2)N1 (stereo not drawn)	3.9	-1.9	-1.0	-5.6	6.5	7.9	2.4	3.6
O=C(NCc1ccccn1)c1nc(Cn2cc([N+](=O)[O-])cn2)no1	15.4	-2.2	-6.5	2.0	4.4	7.0	0.4	8.5
O=c1[nH]cc(C(F)(F)F)cc1NS(=O)(=O)c1ccc([N+](=O)[O-])cc1	18.0	-25.0	-6.8	-1.4	2.9	-2.8	3.7	2.3
Cc1onc(-c2ccccc2)c1-c1nnc(CN2CCN(S(=O)(=O)c3ccccc3F)CC2)o1	-0.9	1.5	-4.4	-11.5	4.0	10.5	1.6	4.2
CC(C)OCCCNC(=O)c1cccc2c1C(=O)c1ccc(Cl)cc1S2(=O)=O	15.4	3.4	-6.4	5.9	-2.8	5.2	5.4	0.0
Cc1cc(SCC(=O)NN=C2CCN(C(C)C)CC2)c(C)cc1Br	17.8	5.3	-3.4	-3.0	-3.2	10.0	-1.8	-12.3
Cc1ncc([N+](=O)[O-])n1CC(=O)Nc1cc(Cl)ccc1Cl	16.3	-3.9	-11.2	-20.9	-8.3	12.2	1.8	-3.7
O=C(NC1CCCC1)C(c1c[nH]c2ccccc12)N(C(=O)Cn1nnc(-c2ccc(Cl)cc2)n1)c1ccccc1 (stereo not drawn)	16.0	5.0	-5.8	-15.3	-5.0	-14.5	-2.6	-6.3
COc1ccccc1C(=O)NC(C)c1ccc(-n2ccnc2)cc1 (stereo not drawn)	2.7	2.5	-1.6	-24.5	-7.4	-1.2	2.4	-10.1

Four of these compounds, reformatted:
molecule: O=c1[nH]cc(C(F)(F)F)cc1NS(=O)(=O)c1ccc([N+](=O)[O-])cc1
- SENP8 block-1: 18.0
- Apaf1 inhib: -25.0
- A3G deaminase: -6.8
- SENP6 inh: -1.4
- SENP7 block: 2.9
- UBC13 polyUb: -2.8
- SENP1 FRET inh: 3.7
- SENP8 block-2: 2.3
molecule: Cc1onc(-c2ccccc2)c1-c1nnc(CN2CCN(S(=O)(=O)c3ccccc3F)CC2)o1
- SENP8 block-1: -0.9
- Apaf1 inhib: 1.5
- A3G deaminase: -4.4
- SENP6 inh: -11.5
- SENP7 block: 4.0
- UBC13 polyUb: 10.5
- SENP1 FRET inh: 1.6
- SENP8 block-2: 4.2
molecule: CC(C)OCCCNC(=O)c1cccc2c1C(=O)c1ccc(Cl)cc1S2(=O)=O
- SENP8 block-1: 15.4
- Apaf1 inhib: 3.4
- A3G deaminase: -6.4
- SENP6 inh: 5.9
- SENP7 block: -2.8
- UBC13 polyUb: 5.2
- SENP1 FRET inh: 5.4
- SENP8 block-2: 0.0
molecule: Cc1cc(SCC(=O)NN=C2CCN(C(C)C)CC2)c(C)cc1Br
- SENP8 block-1: 17.8
- Apaf1 inhib: 5.3
- A3G deaminase: -3.4
- SENP6 inh: -3.0
- SENP7 block: -3.2
- UBC13 polyUb: 10.0
- SENP1 FRET inh: -1.8
- SENP8 block-2: -12.3

Next part
SMILES	SENP8 block-1	Apaf1 inhib	A3G deaminase	SENP6 inh	SENP7 block	UBC13 polyUb	SENP1 FRET inh	SENP8 block-2
CCOc1ccc(NC(=S)NC(=O)C2CCCC2)cc1	-0.4	4.5	-11.6	-0.5	1.9	9.3	1.7	1.8
Cc1nn(-c2ccccc2)c(C)c1/C=N/N1CCN(c2ccccn2)CC1	12.8	7.0	-1.8	-0.1	1.1	11.6	6.8	-4.5
CCCCSC(=S)N(C)C1CCS(=O)(=O)C1 (stereo not drawn)	24.3	14.1	3.8	-4.6	4.1	2.9	0.2	0.6
COc1cccc(N/C(SCc2ccccc2Cl)=C(/C#N)C(=O)NCc2cccs2)c1	27.7	-0.9	-0.3	-3.6	-8.1	-8.3	0.3	-10.0
O=S(=O)(c1ccc(SCc2cccc(Cl)c2)nc1)N1CCCC1	12.6	10.3	-5.2	-2.8	-4.5	1.6	0.7	5.6
O=C(CSCc1ccccc1)Nc1cc([N+](=O)[O-])ccc1F	11.8	1.7	-4.6	-7.8	-2.2	-9.8	1.2	-10.2
CCOC(=O)C(CC)/C(C)=N/NC(=O)c1ccc([N+](=O)[O-])cc1 (stereo not drawn)	18.1	-24.8	-7.0	-10.2	5.0	-3.2	3.0	4.7
O=C(c1ccco1)N1CCCC(c2nc3c(nnn3Cc3ccccc3)c(=O)[nH]2)C1 (stereo not drawn)	-1.1	3.0	-11.7	-9.6	-2.6	2.7	1.8	1.8
CCS(=O)(=O)c1nc(S(=O)(=O)c2ccc(C)cc2)c(NCCN2CCOCC2)s1	10.2	0.1	-3.3	13.9	0.6	-5.6	-9.1	-4.3
OCC[C@H]1C[C@H](O)[C@@H](O)[C@]2(Cc3ccccc3CO2)O1	8.2	-3.7	-9.9	-5.1	-8.0	-8.7	2.0	-6.8
COc1cc([N+](=O)[O-])ccc1NC(=O)C[n+]1ccccc1	3.6	-0.1	-5.2	-12.6	1.4	-8.9	3.3	-2.2
O=C(CN1CCN(Cc2ccccc2)CC1)N/N=C/C=C/c1ccccc1[N+](=O)[O-]	7.1	0.2	-9.4	1.2	-9.5	3.9	0.9	-5.2
O=C(Nc1cccc(C(F)(F)F)c1)C1CCCCC1	25.0	-4.9	19.2	-16.4	4.6	6.9	1.3	-0.5
